# Bioassay records (PubChem BioAssay)
# OX1R FRET antag = blocks the human orexin 1 receptor; AID 485270; O43613; OX1R-expressing cells, FRET antagonist read-out; hit rate 1.8% among 330,000; inhibition, % at 6.6 µM; in the data active = inhibition mostly above about 38%, no sharp cut-off; inactive = mostly below about 40%;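 note: 0% = agonist challenge alone and 100% = reference antagonist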
# Target sequence (O43613 whole entry, looked up): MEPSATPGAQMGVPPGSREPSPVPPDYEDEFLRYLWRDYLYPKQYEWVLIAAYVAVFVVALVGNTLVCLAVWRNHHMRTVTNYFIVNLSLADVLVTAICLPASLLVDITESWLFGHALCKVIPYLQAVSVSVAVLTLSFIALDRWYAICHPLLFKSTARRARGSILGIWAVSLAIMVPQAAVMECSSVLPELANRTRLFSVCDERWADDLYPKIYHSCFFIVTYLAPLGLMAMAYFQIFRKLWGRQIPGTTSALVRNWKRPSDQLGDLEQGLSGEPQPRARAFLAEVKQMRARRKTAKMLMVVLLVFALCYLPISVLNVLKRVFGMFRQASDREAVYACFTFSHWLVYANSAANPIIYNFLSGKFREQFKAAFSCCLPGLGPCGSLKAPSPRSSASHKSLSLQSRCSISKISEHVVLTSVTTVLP
# STK33 kinase inh = human STK33 kinase inhibition; purified STK33, MBP phosphorylation, ADP-Glo luminescence; inhibition, % at 10 µM; hit rate 0.073% among 320,000; AID 2661;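 active = inhibition at or above 25%, using the most active replicate where run in duplicate; inactive = inhibition below 25%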
# Target sequence (Q9BYT3 whole entry, looked up): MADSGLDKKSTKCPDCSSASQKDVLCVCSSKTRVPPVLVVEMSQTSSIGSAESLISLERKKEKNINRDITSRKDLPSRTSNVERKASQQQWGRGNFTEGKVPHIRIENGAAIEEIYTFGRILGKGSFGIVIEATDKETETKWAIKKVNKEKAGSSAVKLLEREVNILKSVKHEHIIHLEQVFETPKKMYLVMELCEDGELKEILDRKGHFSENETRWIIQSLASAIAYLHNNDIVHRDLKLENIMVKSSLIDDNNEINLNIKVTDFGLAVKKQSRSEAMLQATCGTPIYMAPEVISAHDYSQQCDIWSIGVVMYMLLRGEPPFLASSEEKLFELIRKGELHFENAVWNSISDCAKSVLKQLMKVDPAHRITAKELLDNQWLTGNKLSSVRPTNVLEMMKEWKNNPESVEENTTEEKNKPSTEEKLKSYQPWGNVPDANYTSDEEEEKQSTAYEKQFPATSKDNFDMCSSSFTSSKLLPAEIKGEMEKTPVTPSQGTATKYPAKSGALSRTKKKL
# Numbers without * were called inactive; x = not tested or not shown.
# Under each structure – OX1R FRET antag	STK33 kinase inh
[1] Cc1ccc(-c2nnn3c2nc(NCCc2ccc(S(N)(=O)=O)cc2)c2ccccc23)cc1
    10.9	0.3
[2] COC(=O)C(Cc1ccc(O)cc1)NC(=O)c1ccccc1OC (stereo unspecified)
    11.7	0.3
[3] Cc1ccc2cccc(OCc3cccc([N+](=O)[O-])c3)c2n1
    6.8	1.3
[4] Cc1ccccc1Nc1c(-c2cccnc2)nc2ccccn12
    21.9	-1.0
[5] Cc1cc(C)c(OCCCNCc2ccccc2)c(Br)c1
    6.7	1.1
[6] NC(=S)N/N=C/c1ccccc1O
    9.7	2.2
[7] O=C(c1ccc(Cn2cc(Br)cn2)cc1)N1CCN(c2ccccc2)CC1
    17.8	1.3
[8] Cc1ccc(N2CC(C(=O)Nc3ccncc3)CC2=O)cc1 (stereo unspecified)
    12.3	-1.3
[9] CCc1ccc2oc(C(=O)NCCc3ccc(S(N)(=O)=O)cc3)cc(=O)c2c1
    4.1	-0.4
[10] COc1cc([N+](=O)[O-])ccc1NC(=S)N1CCN(c2ccccn2)CC1
    9.7	0.5
[11] CSc1nc2ccc(NS(=O)(=O)c3ccc([N+](=O)[O-])cc3)cc2s1
    14.5	-2.2
[12] CCOC(=O)c1c(-c2cccs2)csc1NC(=O)CN1CC(C)OC(C)C1 (stereo unspecified)
    13.5	0.1
[13] CCOc1ccc(NC(=O)CCc2nnc3ccc(N4CCN(C)CC4)nn23)cc1
    10.9	-0.5
[14] COc1ccc(CNC(=O)CSc2nn3c(=O)c(C(C)(C)C)nnc3s2)cc1OC
    15.5	-1.0
[15] CC(C)[N+](C)(C)CC#CC(O)(c1ccccc1)c1ccccc1
    21.3	1.8
[16] Cc1ccccc1-n1nc(-c2cccnc2)cc1C(=O)N/N=C/c1ccncc1
    21.4	1.0
[17] CC1CCN(S(=O)(=O)c2cccc(C(=O)N3CCN(c4ccc(F)cc4)CC3)c2)CC1
    13.8	0.5
[18] COc1ccc(CCn2c(N)c(C(=O)NCc3ccco3)c3nc4ccccc4nc32)cc1OC
    9.7	-1.2
[19] CCC(C(=O)NCc1ccccc1OC)n1nc(C)n2c(cc3occc32)c1=O (stereo unspecified)
    19.3	-1.1
[20] O=S(=O)(c1cccs1)N1CCN(CC(O)COc2cccc(Br)c2)CC1 (stereo unspecified)
    2.7	-0.2
[21] O=C(CCN1CCN(c2ccccc2)CC1)NNC(=O)c1cccc2ccccc12
    13.1	0.3
[22] CCOc1ccc(-c2ccc3nnc(SCC(=O)NCC4CCCO4)n3n2)cc1 (stereo unspecified)
    9.9	0.4
[23] Cc1ccc2c(CN3CCCCC3C)cc(=O)oc2c1 (stereo unspecified)
    -5.7	-0.3
[24] CN(c1ccccc1)S(=O)(=O)c1cccc(NC(=O)Nc2ccc(Cl)cc2C#N)c1
    24.0	-0.9
[25] CC(=O)c1ccc(NS(=O)(=O)c2ccc3ccccc3c2)cc1
    9.0	3.0
[26] NC(=O)CCCn1c(C(=O)c2cc(Cl)c(N)c(Cl)c2)c2ccc(C(F)(F)F)cc2[n+]1[O-]
    22.9	0.3
[27] CCN1CCCC1CNC(=O)c1cc2cc(OC)c(OC)cc2[nH]1 (stereo unspecified)
    -2.3	-1.6
[28] O=c1[nH]ncc(NCCc2ccccc2)c1Cl
    4.2	-0.3
[29] COc1ccc(OC)c(NC(=O)CCn2ccnc2)c1
    -1.1	0.5
[30] CCCN(CCC)S(=O)(=O)c1ccc(C(=O)NNC(=O)c2cc(OC)c(OC)c(OC)c2)cc1
    11.2	-0.8
[31] COc1ccc(NC(=O)CSc2nnnn2-c2ccccc2OC)c(OC)c1
    -7.6	-0.6
[32] COC(=O)c1[nH]c2cccc(Cl)c2c1NC(=O)CN1CCCCC1C (stereo unspecified)
    9.9	-2.7
[33] CCOC(=O)c1c(NC(=O)CSc2nnc(-c3ccc(Cl)cc3)o2)sc2c1CCC2
    25.4	-1.6
[34] COCCNC(=O)C(OC(=O)c1nsc(Cl)c1Cl)C(C)C (stereo unspecified)
    0.2	-0.6
[35] Cc1ccc(CN(C)C(=O)CN2C(=O)NC3(CCCc4ccccc43)C2=O)c(C)c1 (stereo unspecified)
    12.4	-0.9
[36] COc1ccc(NS(=O)(=O)c2cc(NC(=O)COc3ccc(OC)cc3)ccc2N2CCOCC2)cc1
    11.0	-2.1
[37] O=C(CN(Cc1ccco1)C(=O)CCC(=O)Nc1nccs1)NCc1ccccc1
    12.3	0.7
[38] Nc1nc2n(n1)C(c1cccc(Br)c1)CC(c1ccc(F)cc1)N2 (stereo unspecified)
    13.6	-0.3
[39] Cc1ccc(NC(=S)N2CCN(C(=O)C3CCCO3)CC2)cc1 (stereo unspecified)
    -1.4	-2.0
[40] COc1ccc(NC(=O)C2CCCNC2=O)cc1 (stereo unspecified)
    x	-1.5
[41] O=C(C[C@H]1C/C=C\C[C@H](Cc2ccc(F)cc2)C(=O)O[C@@H](c2ccccc2)CNC1=O)N[C@H](CO)Cc1ccccc1
    -23.8	-0.6
[42] Cc1cccc(CCNC(=O)c2cc(S(=O)(=O)N3CCOCC3)cn2C)c1
    1.3	0.1
[43] CSCC[C@H](NC(=O)c1ccc2ccccc2c1)C(=O)N1CCC2(CC1)NCCc1[nH]cnc12
    2.4	-0.3
[44] CC1(c2nnc(-c3ccccc3)o2)CC(c2cccc(Cl)c2)=NO1 (stereo unspecified)
    11.8	0.1
[45] N#C/C(=C\c1ccc2c(c1)OCO2)C(=O)NCc1ccco1
    18.6	-4.0
[46] Cc1cc(C(F)(F)F)nn1CC(=O)NCc1cccs1
    -0.4	-0.6
[47] COc1cc(S(=O)(=O)N2CCN(c3ccccn3)CC2)ccc1Br
    10.7	x
[48] COC(=O)c1ccccc1S(=O)(=O)N1CCn2cccc2C1C (stereo unspecified)
    60.2	0.5
[49] CC1CCC(=NNc2ccc(C(F)(F)F)cc2[N+](=O)[O-])CC1 (stereo unspecified)
    19.3	-1.8
[50] C(=C\c1ccccc1)/C=N/Nc1nc(N2CCOCC2)nc(N2CCOCC2)n1
    15.2	-0.9
[51] CCc1ccc(S(=O)(=O)NC(CC(=O)O)c2ccccc2)cc1 (stereo unspecified)
    -7.9	-2.3
[52] Cn1c(/C=C/c2ccc(Cl)cc2)nc2ccccc2c1=O
    25.7	-0.2
[53] CCc1ccc(OC(=O)/C=C/c2ccco2)cc1
    -2.7	-0.8
[54] COc1cc(/C=N/NC(=O)C(=O)NCc2ccco2)cc(Br)c1O
    9.8	2.5
[55] CCC(NC(=O)c1[nH]c(C)c(C(C)=O)c1C)c1ccc(Br)cc1 (stereo unspecified)
    7.2	0.4
[56] Nn1c(SCc2ccccc2F)nnc1-c1ccncc1
    1.5	-1.0
[57] CN(c1ccccc1)c1cc(Br)nc(Br)c1
    14.5	-1.8
[58] CC(=O)c1ccc(NC(=O)c2ccc3c(Cl)c4c(nc3c2)CCCC4)cc1
    5.1	-1.7
[59] CCc1cc(=O)oc2cc(C)cc(OC(=O)c3ccco3)c12
    9.8	0.7
[60] O=C(O)C1C2CCC(C2)C1C(=O)Nc1cc(F)ccc1F (stereo unspecified)
    8.1	0.7

# The last 4 compounds of the part above come first, to join the parts.
# Under each structure – OX1R FRET antag	STK33 kinase inh
[57] CN(c1ccccc1)c1cc(Br)nc(Br)c1
    14.5	-1.8
[58] CC(=O)c1ccc(NC(=O)c2ccc3c(Cl)c4c(nc3c2)CCCC4)cc1
    5.1	-1.7
[59] CCc1cc(=O)oc2cc(C)cc(OC(=O)c3ccco3)c12
    9.8	0.7
[60] O=C(O)C1C2CCC(C2)C1C(=O)Nc1cc(F)ccc1F (stereo unspecified)
    8.1	0.7
[61] CCOc1ccccc1NC(=O)CCCNC(=O)c1ccc(Cl)cc1
    21.9	4.2
[62] CCOC(=O)C(=CNc1cccc(C)n1)C(=O)OCC
    13.6	-2.7
[63] COc1cccc(/C=N/N=C(\N)c2nonc2N)c1O
    9.3	-1.6
[64] COc1ccc(-c2cn3c(C)c(C(=O)Nc4cc(NC(C)=O)ccc4OC)sc3n2)cc1
    7.3	-1.3
[65] CC(Oc1cc2oc(=O)c3c(c2cc1Cl)CCCC3)C(=O)NCc1ccccn1 (stereo unspecified)
    10.6	-0.9
[66] CC1CCN(C(=O)CCNC(=O)Cn2cnc3sc4c(c3c2=O)CCCC4)CC1
    8.1	-1.0
[67] C=CCNC(=O)CCCOc1cc(C)ccc1C
    6.0	-2.6
[68] COC(=O)Cc1csc(Nc2ccc(F)c(Cl)c2)n1
    10.9	0.0
[69] Cc1ccc(C(C)NC(=O)Cc2cccs2)cc1C (stereo unspecified)
    49.2	-1.0
[70] Cc1nn(-c2ccc(F)cc2)c(Cl)c1/C=C(\CCC(=O)O)c1nc2ccccc2s1
    15.6	-2.3
[71] Cn1c(CCC(=O)OCC(=O)NCc2ccc3c(c2)OCO3)nc(=O)c2ccccc21
    15.6	-0.5
[72] C=CCC(C(=O)OC)(C(=O)OC)c1ccccc1[N+](=O)[O-]
    6.3	-1.8
[73] Cn1c(C(=O)NCC2CCCO2)cc2c(=O)n(C)c3ccccc3c21 (stereo unspecified)
    7.2	2.2
[74] NS(=O)(=O)c1ccc(CNC(=O)CCSCCC(=O)NCc2ccc(S(N)(=O)=O)cc2)cc1
    10.1	-2.6
[75] CCCCCC(=O)NNC(=O)Nc1ccccc1
    27.1	-2.3
[76] CCC1CCC2(CC1)SCC(=O)N2c1ccccc1 (stereo unspecified)
    -1.9	-2.7
[77] COc1ccccc1-c1ccc(Nc2cccc(C(F)(F)F)c2)nn1
    16.6	-2.5
[78] CCOC(=O)c1c(C)[nH]c(C)c1C(=O)CSc1nc2ccccc2c(=O)n1-c1ccc(C)cc1
    14.9	-0.2
[79] COC(=O)c1cc2ccccc2c(-c2c(OC)c(C(=O)OC)cc3ccccc23)c1OC
    11.8	0.7
[80] COc1cc(/C=C/C(=O)O)ccc1OS(=O)(=O)c1c(C)cc(C)cc1C
    21.2	-0.5
[81] C=CC[n+]1ccc2ccccc2c1C
    17.5	-1.5
[82] COc1ccc(N(C)C(=O)c2cn(C)c(=O)c3cc(OC)c(OC)cc23)cc1
    3.4	-0.3
[83] COc1ccc(C2CC(=O)C3=C(C2)Nc2ccccc2N(C(C)=O)C3c2ccco2)cc1 (stereo unspecified)
    1.7	-0.8
[84] O=C(CCn1c(=O)c2ccccc2n(Cc2ccccc2)c1=O)NCc1ccc2c(c1)OCO2
    27.0	4.9
[85] COc1cc2nc(NC(=O)c3ccc(F)cc3Cl)sc(=O)c2cc1OC
    10.2	-2.2
[86] CCCCN1Cc2c(nc3cc(-c4ccccc4)[nH]n3c2=O)C1=O
    12.3	-1.2
[87] CCOC(=O)c1cnc(-n2cc(C)cn2)nc1Nc1ccccc1OC
    10.0	-0.4
[88] C[C@@H]1CN([C@@H](C)CO)C(=O)Cc2cc(NS(=O)(=O)c3cn(C)cn3)ccc2O[C@@H]1CN(C)C(=O)Nc1ccccc1
    1.8	-0.8
[89] Cn1c(=O)c2c(nc(NCc3ccco3)n2Cc2ccccc2Cl)n(C)c1=O
    26.7	-0.7
[90] CC(C)c1ccc2oc(=O)cc(CN3CCN(Cc4ccccc4)CC3)c2c1
    16.9	-0.8
[91] Cc1onc(-c2ccccc2)c1-c1csc(N/N=C/c2ccccc2Cl)n1
    10.5	-0.9
[92] CC1CCN(S(=O)(=O)c2ccc(NC(=O)CN3CCCCCC3)cc2)CC1
    0.8	0.1
[93] CC1CCN(CCCn2c(=S)[nH]c3c(sc4ccccc43)c2=O)CC1
    14.8	0.1
[94] CCN(CC)C(=O)c1cnn(-c2ccccc2)c1NC(=O)c1ccco1
    -5.2	-0.5
[95] O=C(NC1CCCCC1)C1CCCN1S(=O)(=O)c1cccc2nsnc12 (stereo unspecified)
    60.5*	-1.1
[96] Cc1ccc(NC2=C(Cl)C(=O)OC2OC(=O)c2ccco2)cc1C (stereo unspecified)
    8.2	-1.0
[97] COc1ccc(/C(C)=N/OCC(=O)Nc2nc3ccccc3s2)cc1OC
    18.0	x
[98] CCCOc1ccc(CC(CC(=O)O)(C(=O)O)C(=O)O)cc1
    13.8	-0.4
[99] O=S(=O)(N/N=C/c1ccc(OC2CSC2)cc1)c1ccccc1
    12.1	x
[100] Cc1ccc(OCc2cc(C(=O)N3CCN(C)C[C@@H]3c3ccccc3)no2)cc1C
    6.0	-0.7
[101] CCOc1ncccc1C(=O)Nc1ncc(C)s1
    32.4	5.5
[102] CCOC(=O)c1ccc(NC(=O)Cn2cnc(S(=O)(=O)N3CCCC3)c2)cc1
    18.7	x
[103] Cc1cnc(CN2CCCC(C(=O)c3ccc4c5c(cccc35)CC4)C2)[nH]1 (stereo unspecified)
    7.0	5.1
[104] C=CCOc1ccc(C(=O)c2ccccc2)c(OCC(=O)NC2(C#N)CCCC2)c1
    9.1	-1.9
[105] O=C(C1=C(O)C(=O)N(Cc2cccnc2)C1c1ccccn1)c1cccs1 (stereo unspecified)
    29.7	1.1
[106] COc1ccccc1NC(=O)c1c(N=Cc2c(O)ccc3ccccc23)cnn1C
    11.7	-0.9
[107] O=C(Cc1c(Cl)cccc1Cl)NCCc1ccc(Cl)cc1
    7.2	-4.8
[108] Cc1ccccc1CN(C)C(=O)COC(=O)CSc1ccc([N+](=O)[O-])cc1
    28.0	-0.6
[109] CCOc1ccc(C(=O)NC2CC3CCCC(C2)N3CC(C)C)cc1 (stereo unspecified)
    18.5	-2.0
[110] CCOc1ccccc1N=CC1=C(O)CC(c2ccccc2)CC1=O (stereo unspecified)
    14.7	-2.5
[111] CC(=O)c1ccc(S(=O)(=O)N2CCNC(=O)C2)cc1
    7.8	0.2
[112] CCC1Oc2ccccc2N(CC(=O)NCCCN2CCCCC2CC)C1=O (stereo unspecified)
    14.0	-3.6

# 5 entries from above, bar-delimited.
no. | mol | OX1R FRET antag | STK33 kinase inh
92 | CC1CCN(S(=O)(=O)c2ccc(NC(=O)CN3CCCCCC3)cc2)CC1 | 0.8 | 0.1
93 | CC1CCN(CCCn2c(=S)[nH]c3c(sc4ccccc43)c2=O)CC1 | 14.8 | 0.1
94 | CCN(CC)C(=O)c1cnn(-c2ccccc2)c1NC(=O)c1ccco1 | -5.2 | -0.5
95 | O=C(NC1CCCCC1)C1CCCN1S(=O)(=O)c1cccc2nsnc12 (stereo unspecified) | 60.5* | -1.1
96 | Cc1ccc(NC2=C(Cl)C(=O)OC2OC(=O)c2ccco2)cc1C (stereo unspecified) | 8.2 | -1.0

# Compounds were not picked by outcome; about 1.8% have a hit in one of these screens.
